Tb PGK inh: inhibitors of T. brucei phosphoglycerate kinase; Potency, µM (titrated, usually from 57.5 µM), inactives show top-dose activity change, negative = inhibition, most hits filed as inhibitors; PGK/GAPDH coupled, Kinase-Glo luminescence, 60 min; P07378; actives 0.043% (n = 380,000); AID 602233; further: potency means the concentration at half of the fitted maximal effect; on the % scale 0 is the no-effect control and ±100 the full control effect; nearly all actives have a fitted effect of over 60% in size
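Recombinant glycosomal PGK reaction used 1,3-bisphosphoglycerate generated in-well by GAPDH (100nM final) in 100mM TEA pH 7.6, 5mM MgCl2, 0.01% Tween-20. After 60 minutes at room temperature, ATP was read by Kinase-Glo Plus luminescence end-point.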
RXFP1 antag: blocks the human relaxin receptor RXFP1; Q9HBX9; HEK293-RXFP1, relaxin-stimulated cAMP HTRF, 30 min; hits give low values; activity change, negative = inhibition, % at 57.5 µM; actives 0.59% (n = 350,000); AID 1259400;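 active means activity change of -60% or lower, but not beyond a set lower limit; inconclusive means change between -60% and -40%, or beyond the set limit; inactive means change above -40%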; further: on the % scale 0 is the no-effect control and ±100 the full control effect
Pol beta inh: blocks human DNA polymerase beta activity. P06746. Pol beta primer extension/strand displacement, fluorescence kinetic. Potency, µM (doses to about 114 µM), without a hit: top-dose activity change, negative = inhibition, actives largely listed as inhibitors. actives 1.3% (n = 340,000). AID 485314; further: potency means the concentration at half of the fitted maximal effect; on the % scale 0 is the no-effect control and ±100 the full control effect
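Reaction started by 50 nM substrate onto compound-treated Pol beta (10 nM, 15 min preincubation, room temperature); plates read at 0 min and 10 min. Normalized concentration-effect data fitted by four-parameter Hill equation.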
Pol iota inh: DNA polymerase iota (human) inhibition; AID 588590; Potency, µM (highest dose often 115 µM), without a hit: at the top dose activity, negative = inhibition, most hits filed as inhibitors; Pol iota fluorescent replication assay, 10 min; actives 1% (n = 390,000); further: potency means the concentration at half of the fitted maximal effect
Target sequence (Q9UNA4 whole entry, looked up): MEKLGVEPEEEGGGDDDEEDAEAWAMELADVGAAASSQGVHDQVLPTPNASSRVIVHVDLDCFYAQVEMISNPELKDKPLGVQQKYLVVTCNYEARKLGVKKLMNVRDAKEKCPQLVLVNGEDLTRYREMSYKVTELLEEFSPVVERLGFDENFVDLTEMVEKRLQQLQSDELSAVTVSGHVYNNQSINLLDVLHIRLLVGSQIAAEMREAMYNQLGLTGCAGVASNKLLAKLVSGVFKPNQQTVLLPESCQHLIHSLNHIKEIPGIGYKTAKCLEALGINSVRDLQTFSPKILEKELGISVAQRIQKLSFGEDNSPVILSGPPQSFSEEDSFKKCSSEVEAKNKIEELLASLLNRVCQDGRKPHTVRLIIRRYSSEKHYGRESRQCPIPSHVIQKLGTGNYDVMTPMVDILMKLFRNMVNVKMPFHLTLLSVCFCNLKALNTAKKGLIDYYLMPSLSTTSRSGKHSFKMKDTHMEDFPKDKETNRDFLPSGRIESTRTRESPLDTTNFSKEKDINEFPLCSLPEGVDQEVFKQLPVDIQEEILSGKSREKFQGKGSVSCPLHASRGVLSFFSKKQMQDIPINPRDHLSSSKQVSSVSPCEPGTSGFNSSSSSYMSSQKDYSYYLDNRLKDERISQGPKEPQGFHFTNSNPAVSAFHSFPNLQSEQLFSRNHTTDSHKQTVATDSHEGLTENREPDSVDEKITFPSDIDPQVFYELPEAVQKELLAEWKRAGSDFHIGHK
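Fluorescent replication assay read twice, at 0 min and 10 min after adding 50 nM (final) substrate. Enzyme (10 nM) and compounds were first incubated 15 min at room temperature; enzyme-free buffer wells were negative controls.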
BLM inh: Bloom syndrome helicase (human) inhibition; P54132; recombinant BLM DNA unwinding, fluorescence dequenching; Potency, µM (doses to about 56.1 µM), for the others: top-dose activity change, negative = inhibition, most hits filed as inhibitors; actives 0.2% (n = 350,000); AID 2528;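 further: potency means the concentration at half of the fitted maximal effect; plate controls were vehicle for no effect and no enzyme for full effect; nearly all actives have a fitted effect of over 35% in size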
Pol kappa inh: inhibitors of human DNA polymerase kappa; purified Pol kappa, fluorescent DNA synthesis assay, 10 min; Potency, µM (highest dose often 107 µM), inactives show at the highest dose activity, negative = inhibition, most hits filed as inhibitors; AID 588579; Q9UBT6; actives 0.53% (n = 400,000); further: potency means the concentration at half of the fitted maximal effect; on the % scale 0 is the no-effect control and ±100 the full control effect
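10 nM Pol kappa was preincubated with compounds for 15 min at room temperature. Reaction started with 50 nM (final) substrate. Fluorescence read kinetically at 0 and 10 min.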
APE1 inh: blocks human APE1 abasic DNA cleavage; P27695; recombinant APE1, TAMRA/BHQ-2 abasic DNA cleavage fluorescence; Potency, µM (series often up to 65.8 µM), for the others: at the highest dose activity change, negative = inhibition, hits mostly inhibitors; actives 0.35% (n = 350,000); AID 2517;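 further: potency means the concentration at half of the fitted maximal effect; plate controls were vehicle for no effect and reference inhibitor for full effect; nearly all actives have a fitted effect of over 55% in size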
Target sequence (P27695 whole entry, looked up): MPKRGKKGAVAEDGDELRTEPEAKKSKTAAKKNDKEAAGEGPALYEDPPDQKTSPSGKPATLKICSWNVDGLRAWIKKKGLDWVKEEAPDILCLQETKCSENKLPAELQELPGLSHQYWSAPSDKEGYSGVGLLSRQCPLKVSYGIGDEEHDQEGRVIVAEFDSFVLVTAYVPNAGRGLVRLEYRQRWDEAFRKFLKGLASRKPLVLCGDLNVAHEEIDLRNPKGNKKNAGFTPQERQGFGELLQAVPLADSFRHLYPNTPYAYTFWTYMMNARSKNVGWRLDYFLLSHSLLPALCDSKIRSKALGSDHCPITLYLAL
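Endonuclease cleavage of a quenched abasic-site DNA duplex (50 nM) by APE1 (0.75 nM) was tracked by TAMRA dequenching. Compounds were preincubated with enzyme 15 min at room temperature; data normalized to buffer-only and DMSO wells plus NSC13755 control.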
Pol eta inh: blocks human DNA polymerase eta activity. Q9Y253. recombinant Pol eta, fluorescent DNA replication assay. Potency, µM (series often up to 114 µM), for the others: at the top dose activity change, negative = inhibition, usual class: inhibitors. actives 1.2% (n = 390,000); further: potency means the concentration at half of the fitted maximal effect; on the % scale 0 is the no-effect control and ±100 the full control effect
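Pol eta at 10 nM preincubated with compounds 15 min at room temperature; reaction started with fluorescent substrate (50 nM final) and read kinetically at 0 and 10 min.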
Anesthetic bind: candidate novel general anesthetic via apoferritin binding; apoferritin/1-aminoanthracene competitive binding, fluorescence; Potency, µM (top dose mostly 77.5 µM), for inactives: top-dose activity change, negative = displacement, hits mostly inhibitors; actives 0.074% (n = 350,000); AID 485281; further: potency means the concentration at half of the fitted maximal effect; on the % scale 0 is the no-effect control and ±100 the full control effect; nearly all actives have a fitted effect of over 20% in size
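10 uM apoferritin + 50% sat. 1-AMA, PBS; cpd 10 min RT; Ex380/Em535 endpoint; normalized to free probe vs complex; 4-param Hill fit; propofol titration as pos. ctrl.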
The depositor's hits bear a star; i = inactive; ? = inconclusive; . = no result given; & = joins results of further samples; [ ] = another dose, or the depositor's remark. Unless noted, the call rests on the fitted dose curve; in most records, active means well fitted curve in the direction sought with a large enough effect; inconclusive means small, poorly fitted or top-dose-only effect, or another doubt; inactive means no such curve, though single readings can be large; an effect the other way counts as inactive or inconclusive. Only part of the results is shown, so the mix of outcomes need not match the whole.

compound | Tb PGK inh | RXFP1 antag | Pol beta inh | Pol iota inh | BLM inh | Pol kappa inh | APE1 inh | Pol eta inh | Anesthetic bind
O=c1c(=O)n(O)c2ccccc2n1O | 2% | -3 | 9% | -26% | -7% | 1% | -2% | -6% | -8%
CCCCn1c(N)c(N(CC(C)C)C(=O)CN(C)Cc2cccc(OC)c2)c(=O)[nH]c1=O | -6% | 0 | -1% | 11% | -3% | -10% | -4% | 4% | -8%
O=C(COC(=O)c1ccc(Cl)nc1)NCc1ccco1 | 1% | -4 | 18% | 52%[activator] | -1% | -8% | 22% | -18% | -6%
O=C(O)c1ccc(NC(=O)c2cn(-c3ccccc3)nc2-c2ccc(Br)cc2)cc1 | -7%&-7% | -18&-16 | ? | -18%&40% | 0%&-2% | -5%&-6% | -1% | -13%&-11% | -2%&-6%
O=C1CCc2cc(S(=O)(=O)NCCCC(=O)N3CCN(Cc4ccc5c(c4)OCO5)CC3)ccc2N1 | -13% | 1 | -3% | -9% | 1% | -11% | ? | -4% | -5%
CCc1ccc(-n2c(=O)c3ccccc3n(CC(=O)C(C)(C)C)c2=O)cc1 | i | -4 | ? | 6% | -2% | 10% | -18% | -17% | -10%
Cc1ccccc1NCc1cccn1-c1nnc(N2CCC(C)CC2)s1 | -2% | . | 3% | 20% | -7% | -12% | . | -17% | 11%
CN(C)c1cc(NC(=O)CN2CCCC2)c2ccccc2n1 | -7% | -24 | -16% | ? | 56%[activator] | 5% | -2% | -11% | 2%
Nn1c(SCC(=O)Nc2ccc3c(c2)OCCO3)nnc(CCC(=O)O)c1=O | 2% | 15 | 0% | 27% | 1% | -7% | 47%[activator] | -14% | 2%
CC(C)C(=O)N=C1NC(=O)CS1 | -11% | -14 | -1% | 3% | 4% | -3% | 4% | -15% | 0%
Cc1ccc(C(=O)N2CCN(C/C=C/c3ccccc3)CC2)cc1S(=O)(=O)N1CCOCC1 | 2% | 1 | . | 57%[activator] | . | -19% | . | -23% | .
CCC(=O)NC(=S)Nc1ccc(-c2nc3ccccc3s2)cc1 | i | -2 | -13% | 2% | -3% | -8% | -3% | 5% | -5%
COCCCNC(=O)Cn1nc(-c2ccccc2OC)ccc1=O | -2% | . | 10% | 22% | 1% | 0% | -2% | ? | -5%
COc1ccc(-c2nc(CS(=O)CC(=O)NC3CCCC3)c(C)o2)cc1 (stereo not given) | -7% | 3 | 2% | 14% | 1% | -6% | 32% | -18% | 7%
COc1ccc(C(c2nnnn2CCc2ccccc2)N2CCN(C)CC2)cc1OC (stereo not given) | i | -4 | 1% | 8% | 2% | -8% | 8% | -8% | -7%

Next results
compound | Tb PGK inh | RXFP1 antag | Pol beta inh | Pol iota inh | BLM inh | Pol kappa inh | APE1 inh | Pol eta inh | Anesthetic bind
COc1ccc(-c2c(-c3cc(OC)cc(OC)c3)n(C)c3ccc(-c4cnc(OC)nc4)cc23)cc1 | 1% | . | . | -20% | . | -25% | -12% | -10% | .
CN=c1c([N+](=O)[O-])nn(-c2ccc3c(c2)OCCO3)n1O | 11% | 29 | -1% | 7% | 3% | -7% | -3% | 11% | -12%
COC(=O)c1ccc(OC)c(CSc2nnc(COc3ccc(Cl)cc3)o2)c1 | 0% | 1 | 2% | -4% | -8% | -18% | -6% | -7% | 8%
CN1CCN(C2CCCCCC2)CC1 | i | -3 | 22% | ? | 0% | 5% | 3% | -8% | -8%
Cc1cccc(NC(=O)CSCC(=O)Nc2nnc(C3CC3)s2)c1 | 9% | -15 | -10% | 21% | -1% | 2% | 12% | -5% | -8%
O=C(Nc1cccc(O)c1)c1cccc(S(=O)(=O)Nc2cccc(O)c2)c1 | -7% | 6 | 23% | 45%[activator] | -5% | 4% | -1% | -9% | -20%
Cn1cccc1/C=C1\SC(=Nc2cccc(O)c2)NC1=O | -9% | -1 | 7% | ? | -17% | -24% | 6% | ? | -1%
CCOc1ccccc1NC(=O)c1c(NCc2ccc(OC)c(OC)c2OC)sc2c1CCC(C)C2 (stereo not given) | -4% | -17 | -17% | -22% | -1% | -2%[60.1 µM] | . | -21% | ?
COc1ccc(C(=O)CCC(=O)Nc2cc(Cl)c(O)c(Cl)c2)cc1 | -11% | -10 | 28µM* | 45µM* | -10% | ? | -7% | 22µM* | -12%
O=C(/C=C/NCc1ccc(F)cc1)c1ccccc1 | -1% | 0 | 32% | 11% | 1% | -19% | 2% | -13% | 5%
COc1ccc(/C=C/C(=O)OCC(=O)Nc2ccc(Cl)c(S(=O)(=O)N(C)C)c2)cc1OC | -10% | -6 | 5% | 228%[activator] | -9% | -19% | 4% | -7% | -13%
O=c1[nH]nc(Cc2ccccn2)c2ccccc12 | 5% | -3 | 27% | -8% | 2% | -6% | 2% | -12% | -18%
COc1ccc(CC2SC(=Nc3ccc(F)cc3)NC2=O)cc1 (stereo not given) | -2% | -9 | -8% | 33%[activator] | -16% | -6% | -5% | -14% | -19%
CN1CCN(C(=O)c2ccc3c(c2)N(Cc2ccc(F)cc2)C(=O)c2ccccc2S3(=O)=O)CC1 | -2% | . | 21% | 1% | -2% | -13% | . | 4% | -10%
N[C@@H](COP(=O)(O)O)C(=O)O | . | 12 | 16%[57.1 µM] | 5%[58.9 µM] | 3% | -17%[60.1 µM] | 3%&-9%&1%&-6% | -6%[57.1 µM] | 0%

Further structures follow:
compound | Tb PGK inh | RXFP1 antag | Pol beta inh | Pol iota inh | BLM inh | Pol kappa inh | APE1 inh | Pol eta inh | Anesthetic bind
Cc1cccc(-n2c(CNC(=O)COc3ccccc3)nnc2SCC(=O)Nc2nccs2)c1 | 4% | -13 | -3% | 9% | -3% | -14% | 3% | -7% | -11%
O=C(CSc1nnnn1Cc1ccccc1)NC1CCCCC1 | -7% | -6 | 27% | 7% | -1% | -3% | -7% | -11% | -18%
O=C(O)c1cnc(-c2ccccc2)nc1Sc1ccccc1Cl | 13% | 0 | 27% | 18% | 1% | 2% | 1% | -10% | -6%
Cc1cc2oc3c(c(=O)c2cc1C)C(c1cccc(Br)c1)N(Cc1ccco1)C3=O (stereo not given) | -2% | -11 | 12% | 9% | -2% | 5% | 0% | -5% | -18%
COc1ccc(C(C(=O)NC2CCCCC2)N(C(=O)c2ccco2)c2ccccc2C(C)=O)cc1OC (stereo not given) | 7% | 1 | 47% | 102%[activator] | -2% | -6% | -12% | 2% | -9%
CCc1ccc(C2NC(=S)NC3=C2C(=O)CCC3)cc1 (stereo not given) | -5% | -11 | 2% | 8% | -1% | -3% | 0% | -10% | -4%
Cc1ccc2nc(SCC(=O)N/N=C/c3ccc(C(=O)O)cc3)cc(C)c2c1 | -1% | 3 | ? | ? | -3% | ? | 32% | 9% | -9%
O=c1cc(-c2ccccc2)nc(SCc2ccc(F)cc2)[nH]1 | -12% | -5 | 16% | 10% | 4% | -10% | 4% | -1% | 1%
CCn1c2ccccc2c2cc(NC(=O)CSc3nnc(-c4ccc(OC)cc4)n3N)ccc21 | -5% | 2 | -18% | -45% | -13% | -24% | -3% | -7% | 31%[activator]
CC(C)C(=O)N1CCN(c2ccccc2NC(=O)c2ccc3c(c2)OCCO3)CC1 | -4% | 1 | . | ? | . | ? | . | 14% | .
CC(NC(=O)COC(=O)CCc1nc2ccccc2c(=O)[nH]1)c1ccccc1 (stereo not given) | -3% | -15 | -21% | 165%[activator] | -4% | -20% | 1% | -21% | -14%
COc1ccc(CN(C)S(=O)(=O)c2nnc(NC(=O)c3cccc(C)c3)s2)cc1OC | i | 8 | 14% | -26% | 0% | 1% | 26% | -17% | -10%
NC(=O)CCC(NC(=O)c1ccc(Cl)cc1)C(=O)NCCc1ccc2c(c1)OCCO2 (stereo not given) | i | 4 | . | 16% | . | -11% | 16% | -9% | .
C#CCn1c(=O)c2c(ncn2C)n(C)c1=O | i | . | 19%[57.1 µM] | 8%[58.9 µM] | . | -14%[60.1 µM] | -3%&1% | -1%[57.1 µM] | .
CC(C)(CNS(=O)(=O)c1cccs1)N1CCOCC1 | i | 15 | . | -11% | . | -17% | -11% | -6% | .

Other compounds
compound | Tb PGK inh | RXFP1 antag | Pol beta inh | Pol iota inh | BLM inh | Pol kappa inh | APE1 inh | Pol eta inh | Anesthetic bind
On1c(-c2ccc(Cl)cc2Cl)nc2ncccc21 | -4% | 8 | 1% | 37%[activator] | -3% | -10% | -3% | -13% | -7%
Cc1cccc(Nc2nnc(SCC(O)=C(C#N)c3nc4ccccc4[nH]3)s2)c1 | -1% | -81* | . | ? | . | -27% | . | ? | .
C=CCn1c(COc2ccccc2C)nnc1SCC(=O)O | 1% | -3 | 13% | -12% | -1% | -9% | 1% | -7% | -2%
Cc1cc(N2CCCC2)n2nc(C)c(-c3ccccc3)c2n1 | . | . | -2% | . | -8% | . | -3% | . | -10%
COCc1c(C(=O)NC2CCCCC2)sc2cccc(F)c12 | 9% | -28 | . | 19% | . | -9% | 40%[activator] | -25% | .
O=C(CCc1nnc2ccc(N3CCC4(CC3)OCCO4)nn12)NCc1ccccc1Cl | i | 11 | 40% | -7% | 0% | -1% | -9% | 0% | -6%
CN(CC(=O)Nc1cccc(F)c1)C(=O)c1cccc(N2C(=O)CCC2=O)c1 | -9% | -6 | . | 46%[activator] | . | 1% | -3% | -24% | .
Cc1ccc(OCc2ccc(C(=O)N3CCCC3)o2)c([N+](=O)[O-])c1 | -5% | 4 | 38% | 139%[activator] | 3% | 1% | 26% | -20% | -16%
Cc1ccc(S(=O)(=O)N2CCN(C(=O)N3CCCC3)CC2)cc1 | -4% | 1 | 8% | -1% | -2% | -8% | 31% | 3% | 5%
CCn1c(SCC(=O)N/N=C/c2ccc(C)o2)nnc1-c1ccc(C(C)(C)C)cc1 | -1% | -1 | 32% | 27% | -1% | -3% | 0% | -8% | ?
COc1ccccc1N1CCN(CC(O)c2c(C)[nH]c3ccccc23)CC1 (stereo not given) | 4% | -10 | 3% | 0% | -2% | -10% | 16% | -7% | 0%

Screens as filed in PubChem.
